Fluor 339 460 – intrinsic fluorescence of library compounds, ex339/em460 – biochemical, MLSMR library, data from DPM-DC assay, artefact control, profiling panel | compound autofluorescence, ex339/em460 nm, NADH buffer; active compounds read high; 1 = no-compound wells, NADH background | 65,000 compounds, 5.5% hits | fluorescence fold increase at 10 µM;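 active = at 10 µM, mean starting fluorescence two-fold or more over control wells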;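 note: signal is the first read of a kinetic run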
S1P3 ag – human S1P3 receptor agonists, primary screen, cell-based, primary and confirmation, NFAT-BLA reporter; Sphingosine 1-phosphate receptor 3 (Homo sapiens), Q99500; S1P3 NFAT-BLA reporter cells, agonism, FRET ratio; relative to 1 µM S1P, basal subtracted; activation, % at 4.5 µM; 60,000 compounds, 0.1% hits;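 active = activation above the screen-wide mean plus 3 SD, cut at about 4.5% in these data, passing the limit was not always enough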; note: some compounds called inactive have numbers as strong as hits
Target sequence (Q99500 whole entry, looked up): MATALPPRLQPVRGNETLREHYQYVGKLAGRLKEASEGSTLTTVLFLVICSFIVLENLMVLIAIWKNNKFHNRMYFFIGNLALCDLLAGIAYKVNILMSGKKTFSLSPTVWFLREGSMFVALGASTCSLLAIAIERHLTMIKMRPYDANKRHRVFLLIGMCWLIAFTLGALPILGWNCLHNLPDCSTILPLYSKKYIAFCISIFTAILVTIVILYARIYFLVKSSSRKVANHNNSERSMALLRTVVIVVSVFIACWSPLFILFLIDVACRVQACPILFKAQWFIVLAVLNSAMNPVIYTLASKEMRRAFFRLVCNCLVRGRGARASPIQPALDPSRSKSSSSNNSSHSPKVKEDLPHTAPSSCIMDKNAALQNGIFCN
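Assay system: CHO cells stably expressing human S1P3, Gα16 and NFAT-β-lactamase reporter. Timing: overnight plating, 4 h compound 37 °C, 2 h substrate RT. Signal: β-lactamase FRET emission ratio 460/535 nm. Measure: percent activation versus median 1 µM S1P response, basal-subtracted, per plate. Repeats: primary screen single test, confirmation screen in triplicate.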
HTR1E antagonist – 5-HT1E receptor antagonists, primary screen, cell-based, HTS | 65,000 compounds, 0.99% hits | inhibition, % at 6 µM | CHO 5-HT1E Ga15 NFAT-bla reporter, FRET, antagonist | 5-hydroxytryptamine receptor 1E (Homo sapiens), P28566;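 active = inhibition above a set limit, the mean inhibition across every tested compound plus 3 SD, cut at about 29% in these data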;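 note: signal is the 460 over 535 nm emission ratio of beta-lactamase substrate; 0% = agonist plus DMSO wells and 100% = wells without agonist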
Target sequence (P28566 whole entry, looked up): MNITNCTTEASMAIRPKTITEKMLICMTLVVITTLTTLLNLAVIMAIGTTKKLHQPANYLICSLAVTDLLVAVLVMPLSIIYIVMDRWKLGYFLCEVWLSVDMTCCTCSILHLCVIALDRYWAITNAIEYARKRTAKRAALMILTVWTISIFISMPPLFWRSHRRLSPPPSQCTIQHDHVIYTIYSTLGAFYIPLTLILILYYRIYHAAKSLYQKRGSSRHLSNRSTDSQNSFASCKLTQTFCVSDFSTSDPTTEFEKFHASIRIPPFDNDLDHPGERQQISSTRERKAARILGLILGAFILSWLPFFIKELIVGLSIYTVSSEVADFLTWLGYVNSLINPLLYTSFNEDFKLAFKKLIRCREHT
5HT1E ag – 5-HT1E receptor agonists, primary screen, cell-based, HTS; 5-hydroxytryptamine receptor 1E (Homo sapiens), P28566; 65,000 compounds, 0.69% hits; activation, % at 6 µM; AID 574, 2007; CHO 5-HT1E Ga15 NFAT-bla reporter, FRET; 0% DMSO wells, 100% control agonist wells;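 active = activation above a set limit, the screen-wide mean activation plus 3 SD, cut at about 8.5% in these data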;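 note: 100% = positive control agonist at 1 µM giving full maximal response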
Her2 expr inh – inhibitors of Her2 protein expression, primary screen, SKBR-3 cells, AlphaScreen, 66K library. SKBR-3 HER2 protein level, 18-24 h; active compounds read low. 65,000 compounds, 0.69% hits. Receptor tyrosine-protein kinase erbB-2 (Homo sapiens), P04626. HER2 level % of control, % at 10 µM;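 active = HER2 level under 5% of the carrier-only control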;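 note: 100% = DMSO carrier and 0% = 500 nM PU-H71 HSP90 inhibitor; lower value means stronger loss of Her2 protein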
5HT1a antag – human 5-HT1a receptor antagonists, primary screen, cell-based, CHO, Ga15 NFAT-bla reporter; 62,000 compounds, 0.68% hits; CHO 5-HT1a Ga15 NFAT-bla reporter, antagonist mode; AID 612, 2007; inhibition, % at 10 µM;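 active = inhibition above the mean of all tested compounds plus 3 SD, cut at about 43% in these data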;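 note: receptor stimulated by 5-CT agonist at 100 nM near EC80; beta-lactamase reporter measured by ratiometric fluorescence of a cleavable substrate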
Abs 340nm – compound light absorbance at 340 nm, profiling panel, artefact control, biochemical, MLSMR library, data from PS, PMK, MK assays. 65,000 tested, under 10 active. fold change at 10 µM. compound absorbance at 340 nm, fold over control;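 active = at 10 µM dose, initial 340 nm absorbance at least 2 fold that of control wells; inactive = change under 2 fold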;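 note: initial absorbance extrapolated from kinetic A340 decline of NADH oxidation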
MMP-13 inhibitor – human MMP13 inhibitors, primary screen, biochemical, FRET peptide cleavage | Collagenase 3 (Homo sapiens), P45452 | inhibition, % at 4 µM | AID 570, 2006 | MMP-13 fTHP FRET cleavage, Mca fluorescence | 65,000 compounds, 0.07% hits;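 active = inhibition above the mean of compound-free control plate wells plus 3 SD, cut at about 14% in these data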;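 note: 0% = DMSO wells and 100% = wells with reference MMP-13 inhibitor after basal subtraction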
S1P1 ag-PAM – S1P1 agonists and agonism potentiators, primary screen, cell-based, primary and confirmation screens, CRE-bla reporter | S1P1 CRE-bla cells, forskolin, beta-lactamase FRET, potentiator mode; S1P1 agonist co-added at EC20, 2 nM; 100% = saturating reference agonist, 0% = basal | activation, % at 9.5 µM | 56,000 compounds, 0.57% hits;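 active = activation above a cutoff set at the mean activation of all tested compounds plus 3 SD, cut at about 54% in these data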;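 note: forskolin at 4 µM as EC80 and the EC20 agonist is SEW2871; 100% = SEW2871 at its EC100 plus forskolin at EC80; some compounds past the cut are filed as inactive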
Numbers without * were called inactive; [ ] = dose if it differs, or a comment.

Results for CCOc1ccc(Nc2ncnc(N)n2)cc1 ?
Fluor 339 460: 1.1; S1P3 ag: -1.3; HTR1E antagonist: 0; 5HT1E ag: 0.1; Her2 expr inh: 104; 5HT1a antag: -15; Abs 340nm: 1.1; MMP-13 inhibitor: 1; S1P1 ag-PAM: 3

How did COc1ccc(OCC(=O)OCC(=O)Nc2ccc(S(=O)(=O)N3CCCCC3)cc2)cc1 do in these assays?
Fluor 339 460: 1.1; S1P3 ag: 0.2; HTR1E antagonist: -10; 5HT1E ag: -0.3; Her2 expr inh: 96; 5HT1a antag: -12; Abs 340nm: 1; MMP-13 inhibitor: 3; S1P1 ag-PAM: -9

What do the screens show for `Fc1ccc(OCc2nn3c(Cn4nnc5ccccc54)nnc3s2)cc1`?
Fluor 339 460: 1.1; S1P3 ag: -1.1; HTR1E antagonist: 1; 5HT1E ag: 0.7; Her2 expr inh: 59; 5HT1a antag: 3; Abs 340nm: 1; MMP-13 inhibitor: 3; S1P1 ag-PAM: -1

How did CS(=O)(=O)N1CCC(C(=O)NCC2CCCO2)CC1 (configuration not stated) do in these assays?
Fluor 339 460: 1.1; S1P3 ag: -0.1; HTR1E antagonist: -6; 5HT1E ag: -0.6; Her2 expr inh: 99; 5HT1a antag: -2; Abs 340nm: 1.1; MMP-13 inhibitor: 3

How did CC1(C)CC(=O)C2=C(C1)N(CCN1CCOCC1)C1=C(C(=O)CC(C)(C)C1)C2c1cccc(F)c1 do in these assays?
Fluor 339 460: 4.8*; S1P3 ag: 0.8; HTR1E antagonist: 6; 5HT1E ag: 2.9; Her2 expr inh: 97; 5HT1a antag: -7; Abs 340nm: 1; MMP-13 inhibitor: -63[fluorescence artefact?]; S1P1 ag-PAM: -46

Results for Cc1ccc2nc(SCC(=O)NCc3ccco3)c(C#N)cc2c1 ?
Fluor 339 460: 1.1; S1P3 ag: -0.1; HTR1E antagonist: 7; 5HT1E ag: 1.3; Her2 expr inh: 77; 5HT1a antag: 15; Abs 340nm: 1; MMP-13 inhibitor: 7; S1P1 ag-PAM: -15

What do the screens show for `CCC1CCC2(CC1)NC(CO)(CO)CO2` (configuration not stated)?
Fluor 339 460: 1.2; S1P3 ag: -0.6; HTR1E antagonist: -3; 5HT1E ag: -0.7; Her2 expr inh: 59; 5HT1a antag: 5; Abs 340nm: 1.1; MMP-13 inhibitor: 6; S1P1 ag-PAM: -7

Results for CC12CCC(C(=O)NCc3ccccc3)(OC1=O)C2(C)C (configuration not stated) ?
Fluor 339 460: 1; S1P3 ag: -0.6; HTR1E antagonist: 3; 5HT1E ag: 0.0; Her2 expr inh: 113; 5HT1a antag: 1; Abs 340nm: 1; MMP-13 inhibitor: 2

What do the screens show for `CC(=O)Nc1ccc(NC2=CC(=O)CC(C)(C)C2)cc1`?
Fluor 339 460: 1; S1P3 ag: 10; HTR1E antagonist: -8; 5HT1E ag: -0.1; Her2 expr inh: 83; 5HT1a antag: -4; Abs 340nm: 1; MMP-13 inhibitor: -4; S1P1 ag-PAM: -20

How did Cc1noc(C)c1COC(=O)c1ccc2c(c1)OCCO2 do in these assays?
Fluor 339 460: 1.1; S1P3 ag: -0.3; HTR1E antagonist: -16; 5HT1E ag: -0.5; Her2 expr inh: 125; 5HT1a antag: 3; Abs 340nm: 0.97; MMP-13 inhibitor: -2; S1P1 ag-PAM: 8

How did CC1=C(C(=O)OC(C)C)C(c2c(O)ccc3ccccc23)NC(=O)N1 (configuration not stated) do in these assays?
Fluor 339 460: 1; S1P3 ag: -1.2; HTR1E antagonist: 4; 5HT1E ag: 1.3; Her2 expr inh: 52; 5HT1a antag: 7; Abs 340nm: 1; MMP-13 inhibitor: -5; S1P1 ag-PAM: -8

Results for O=C(O)CCC(=O)N1CCc2cc(S(=O)(=O)N3CCN(c4ccc(F)cc4)CC3)ccc21 ?
Fluor 339 460: 1.1; S1P3 ag: -0.6; HTR1E antagonist: -2; 5HT1E ag: 0.1; Her2 expr inh: 89; 5HT1a antag: 9; Abs 340nm: 1.1; MMP-13 inhibitor: 4; S1P1 ag-PAM: -14

How did CC(C)(C)OCC(NC(=O)C(CC(N)=O)NC(=O)OC(C)(C)C)C(=O)OC(C)(C)C (configuration not stated) do in these assays?
Fluor 339 460: 1.1; S1P3 ag: -1.3; HTR1E antagonist: 4; 5HT1E ag: 1.0; Her2 expr inh: 89; 5HT1a antag: -5; Abs 340nm: 1; MMP-13 inhibitor: 3; S1P1 ag-PAM: 2

Results for CC1CCN(c2c(NCc3ccc(C(=O)N4c5ccccc5CC4C)cc3)c(=O)c2=O)CC1 (configuration not stated) ?
Fluor 339 460: 1; S1P3 ag: -0.2; HTR1E antagonist: 4; 5HT1E ag: 1.2; Her2 expr inh: 79; 5HT1a antag: 5; Abs 340nm: 0.99; MMP-13 inhibitor: 4; S1P1 ag-PAM: 6

What do the screens show for `CCCCC1CC1C(=O)Nc1ncc2c(n1)CC(C)(C)CC2=O` (configuration not stated)?
Fluor 339 460: 1.1; S1P3 ag: -1.1; HTR1E antagonist: -1; 5HT1E ag: -0.2; Her2 expr inh: 104; 5HT1a antag: 12; Abs 340nm: 1.1; MMP-13 inhibitor: 7

How did CN(C)c1cc(N)c2ccccc2n1 (tested in a mixture with another compound) do in these assays?
Fluor 339 460: 1.1; S1P3 ag: 0.2; HTR1E antagonist: -13; 5HT1E ag: 0.4; Her2 expr inh: 82; 5HT1a antag: -16; Abs 340nm: 1; MMP-13 inhibitor: 0; S1P1 ag-PAM: -21

How did CCCC(=O)N(Cc1cc2cc(C)ccc2[nH]c1=O)c1ccccc1OC do in these assays?
Fluor 339 460: 1.3; S1P3 ag: -1.7; HTR1E antagonist: -18; 5HT1E ag: 1.2; Her2 expr inh: 70; 5HT1a antag: -4; Abs 340nm: 1.1; MMP-13 inhibitor: -1; S1P1 ag-PAM: -3

Results for CC1Cc2nc(SCC(=O)Nc3ccc(F)cc3F)n(C)c(=O)c2S1 (configuration not stated) ?
Fluor 339 460: 1; S1P3 ag: 0.4; HTR1E antagonist: -1; 5HT1E ag: -0.4; Her2 expr inh: 95; 5HT1a antag: 6; Abs 340nm: 1; MMP-13 inhibitor: 3; S1P1 ag-PAM: -13

How did COc1ccc(OC)c(S(=O)(=O)N2CCN(C)CC2)c1 do in these assays?
Fluor 339 460: 1.1; S1P3 ag: -0.1; HTR1E antagonist: 1; 5HT1E ag: -0.3; Her2 expr inh: 90; 5HT1a antag: 2; Abs 340nm: 1.1; MMP-13 inhibitor: -1; S1P1 ag-PAM: 8

How did Cc1nnc(SCCn2c(N3CCCCCC3)nc3c2c(=O)[nH]c(=O)n3C)s1 do in these assays?
Fluor 339 460: 1; S1P3 ag: -0.5; HTR1E antagonist: 4; 5HT1E ag: -0.8; Her2 expr inh: 95; 5HT1a antag: -3; Abs 340nm: 1; MMP-13 inhibitor: -4; S1P1 ag-PAM: -17

Reprinted from the part before: 3 compounds, followed by the next part.
Results for CC1Cc2nc(SCC(=O)Nc3ccc(F)cc3F)n(C)c(=O)c2S1 (configuration not stated) ?
Fluor 339 460: 1; S1P3 ag: 0.4; HTR1E antagonist: -1; 5HT1E ag: -0.4; Her2 expr inh: 95; 5HT1a antag: 6; Abs 340nm: 1; MMP-13 inhibitor: 3; S1P1 ag-PAM: -13

How did COc1ccc(OC)c(S(=O)(=O)N2CCN(C)CC2)c1 do in these assays?
Fluor 339 460: 1.1; S1P3 ag: -0.1; HTR1E antagonist: 1; 5HT1E ag: -0.3; Her2 expr inh: 90; 5HT1a antag: 2; Abs 340nm: 1.1; MMP-13 inhibitor: -1; S1P1 ag-PAM: 8

How did Cc1nnc(SCCn2c(N3CCCCCC3)nc3c2c(=O)[nH]c(=O)n3C)s1 do in these assays?
Fluor 339 460: 1; S1P3 ag: -0.5; HTR1E antagonist: 4; 5HT1E ag: -0.8; Her2 expr inh: 95; 5HT1a antag: -3; Abs 340nm: 1; MMP-13 inhibitor: -4; S1P1 ag-PAM: -17

How did CCCCNC(=O)CCn1c(=O)c2ccccc2n(CC(=O)Nc2ccccc2OCC)c1=O do in these assays?
Fluor 339 460: 1.1; S1P3 ag: -0.9; HTR1E antagonist: 3; 5HT1E ag: 0.1; Her2 expr inh: 82; 5HT1a antag: 4; Abs 340nm: 1; MMP-13 inhibitor: 1; S1P1 ag-PAM: 0

How did O=c1oc2ccccc2cc1-c1cn2cccnc2n1 do in these assays?
Fluor 339 460: 3.6*; S1P3 ag: -0.4; HTR1E antagonist: -13; 5HT1E ag: 1.1; Her2 expr inh: 79; 5HT1a antag: -9; Abs 340nm: 1.2; MMP-13 inhibitor: -29; S1P1 ag-PAM: 14

Results for COc1ccc(NC(=O)CCc2ccccc2)cc1NC(=O)c1ccco1 ?
Fluor 339 460: 1; S1P3 ag: -1.2; HTR1E antagonist: -4; 5HT1E ag: -0.1; Her2 expr inh: 94; 5HT1a antag: 10; Abs 340nm: 1; MMP-13 inhibitor: -1; S1P1 ag-PAM: -14

Results for CC1C(O)=C(c2nc3ccccc3[nH]2)C(=N)N1c1ccccc1 (configuration not stated) ?
Fluor 339 460: 1.1; S1P3 ag: -1.6; HTR1E antagonist: 3; 5HT1E ag: -1.1; Her2 expr inh: 128; 5HT1a antag: 20; Abs 340nm: 1; MMP-13 inhibitor: 1

What do the screens show for `COC(=O)c1[nH]c2cc(OC)ccc2c1NC(=O)CN1CCC(C(N)=O)(N2CCCCC2)CC1`?
Fluor 339 460: 1.8; S1P3 ag: -0.4; HTR1E antagonist: -2; 5HT1E ag: 1.5; Her2 expr inh: 63; 5HT1a antag: -2; Abs 340nm: 1.1; MMP-13 inhibitor: -4; S1P1 ag-PAM: 10

How did O=C1OCc2ccc(NC(=O)C3CCCCC3)cc21 do in these assays?
Fluor 339 460: 1.1; HTR1E antagonist: 9; 5HT1E ag: -0.1; Her2 expr inh: 104; 5HT1a antag: -6; Abs 340nm: 1; MMP-13 inhibitor: 3

Results for CN1C(=S)SC(C)(C)C1(C)NO (configuration not stated) ?
Fluor 339 460: 1.1; S1P3 ag: -2.0; HTR1E antagonist: 20; 5HT1E ag: -0.4; Her2 expr inh: 90; 5HT1a antag: 15; Abs 340nm: 1; MMP-13 inhibitor: 5; S1P1 ag-PAM: 16

Results for O=C(Nn1c(Cc2cccs2)nc2ccccc2c1=O)c1cccs1 ?
Fluor 339 460: 1; S1P3 ag: -1.6; HTR1E antagonist: 11; 5HT1E ag: -0.6; Her2 expr inh: 89; 5HT1a antag: -2; Abs 340nm: 1; MMP-13 inhibitor: -5; S1P1 ag-PAM: 2

Screening results as filed in PubChem.
